Rhodamine fluor: qHTS Assay for Spectroscopic Profiling in Rhodamine Spectral Region | max dye-equivalent concentration, M | actives 0.05% (n = 59,000) | Rhodamine-region fluorescence, 547/598 nm, Tris buffer; stronger effect = higher value | AID 594, 2007; in the data active = max dye-equivalent concentration above about 11 nM; inconclusive = between about 1.1 nM and that limit
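qHTS spectral profiling of compounds without any target or enzyme present, in pH 8.0 Tris buffer; plates were read after a 15-minute room-temperature incubation using the rhodamine-region filter set.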
BRCT PPI green: qHTS Assay for Inhibitors of BRCT-Phosphoprotein Interaction (Green Fluorophore) | Potency, µM (highest dose often 76.9 µM), without a hit: top-dose activity change, negative = inhibition, most hits filed as inhibitors | AID 875, 2007 | Breast cancer type 1 susceptibility protein (Homo sapiens), P38398 | BRCA1 BRCT-phosphopeptide binding, green fluorescence polarization | actives 0.05% (n = 75,000);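 also: potency is read from the fitted curve at half-maximal effect; plate controls were peptide without protein for full effect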
Target sequence (P38398 whole entry, looked up): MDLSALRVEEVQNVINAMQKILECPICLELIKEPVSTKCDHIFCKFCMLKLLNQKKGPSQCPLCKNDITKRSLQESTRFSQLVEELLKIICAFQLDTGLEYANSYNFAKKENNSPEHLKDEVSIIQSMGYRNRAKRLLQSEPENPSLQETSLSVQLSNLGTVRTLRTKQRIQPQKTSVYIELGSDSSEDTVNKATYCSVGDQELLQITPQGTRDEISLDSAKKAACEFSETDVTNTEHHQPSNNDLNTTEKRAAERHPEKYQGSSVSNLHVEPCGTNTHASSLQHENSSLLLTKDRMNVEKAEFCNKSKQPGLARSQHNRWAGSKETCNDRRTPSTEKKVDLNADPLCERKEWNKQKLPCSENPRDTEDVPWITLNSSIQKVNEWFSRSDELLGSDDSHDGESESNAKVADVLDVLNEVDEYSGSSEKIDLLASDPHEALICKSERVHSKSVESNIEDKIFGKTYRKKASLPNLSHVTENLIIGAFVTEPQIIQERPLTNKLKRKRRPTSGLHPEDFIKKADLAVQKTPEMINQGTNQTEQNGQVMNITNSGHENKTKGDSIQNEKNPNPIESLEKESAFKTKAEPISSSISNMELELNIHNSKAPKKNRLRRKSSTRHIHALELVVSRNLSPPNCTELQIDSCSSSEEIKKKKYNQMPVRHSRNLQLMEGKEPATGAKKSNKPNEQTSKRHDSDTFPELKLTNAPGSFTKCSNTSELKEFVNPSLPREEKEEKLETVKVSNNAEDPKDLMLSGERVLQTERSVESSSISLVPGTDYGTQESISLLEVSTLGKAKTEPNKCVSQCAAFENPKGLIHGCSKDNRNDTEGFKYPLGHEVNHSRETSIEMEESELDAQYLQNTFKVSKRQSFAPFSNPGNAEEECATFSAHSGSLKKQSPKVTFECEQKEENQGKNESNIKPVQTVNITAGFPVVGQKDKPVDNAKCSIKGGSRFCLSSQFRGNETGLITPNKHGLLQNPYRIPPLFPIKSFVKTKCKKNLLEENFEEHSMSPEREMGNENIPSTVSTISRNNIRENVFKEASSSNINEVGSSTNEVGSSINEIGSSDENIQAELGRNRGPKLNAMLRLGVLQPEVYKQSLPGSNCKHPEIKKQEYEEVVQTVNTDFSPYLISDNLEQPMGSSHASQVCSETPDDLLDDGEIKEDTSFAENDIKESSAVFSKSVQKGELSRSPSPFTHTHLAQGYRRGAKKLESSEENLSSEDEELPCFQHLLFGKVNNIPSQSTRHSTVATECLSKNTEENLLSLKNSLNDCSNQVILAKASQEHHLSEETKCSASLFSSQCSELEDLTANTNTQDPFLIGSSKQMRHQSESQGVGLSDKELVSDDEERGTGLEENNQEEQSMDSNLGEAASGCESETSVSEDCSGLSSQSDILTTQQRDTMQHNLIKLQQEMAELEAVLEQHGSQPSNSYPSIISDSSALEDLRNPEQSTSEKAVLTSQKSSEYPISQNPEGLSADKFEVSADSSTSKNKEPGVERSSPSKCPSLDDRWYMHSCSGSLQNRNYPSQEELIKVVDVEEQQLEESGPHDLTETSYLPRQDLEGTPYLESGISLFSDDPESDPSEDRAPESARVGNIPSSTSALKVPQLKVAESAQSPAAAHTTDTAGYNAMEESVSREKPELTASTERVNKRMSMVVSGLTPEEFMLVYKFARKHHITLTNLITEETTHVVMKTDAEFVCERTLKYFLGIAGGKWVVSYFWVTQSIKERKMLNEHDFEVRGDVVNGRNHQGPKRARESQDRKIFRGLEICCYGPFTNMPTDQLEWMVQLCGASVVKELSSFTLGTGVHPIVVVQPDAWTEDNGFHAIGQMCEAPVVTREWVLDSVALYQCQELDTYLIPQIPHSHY
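Fluorescence polarization: His-tagged BRCT (~35 kDa BRCA1 C-terminus, 250 nM) bound to 100 nM fluorescein-labeled phosphorylated 10-aa BACH1 peptide, pH 7.3 phosphate buffer with DTT and Tween 20. Compounds incubated 12 min at room temperature; inhibition read as lowered polarization.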
Texas Red fluor: qHTS Assay for Spectroscopic Profiling in Texas Red Spectral Region; Compound fluorescence, Texas Red channel, 547/618 nm; stronger effect = higher value; max dye-equivalent concentration, M; actives 0.06% (n = 59,000); in the data active = max dye-equivalent concentration above about 10 nM; inconclusive = between about 1.1 nM and that limit
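Spectral interference profiling: each compound concentration's relative fluorescence, read with a 547 nm excitation and 618 nm emission filter pair, was normalized to a per-plate Texas Red standard curve.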
Fluorescein autfl: qHTS Assay for Spectroscopic Profiling in Fluorescein Spectral Region; Compound autofluorescence, 480/540 nm, fluorescein-equivalent; stronger effect = higher value; max fluorescein-equivalent concentration, M; actives 0.91% (n = 59,000); AID 593, 2007; in the data active = max fluorescein-equivalent concentration above about 10 nM; inconclusive = between about 1.1 nM and that limit
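Values reflect compound autofluorescence, normalized to fluorescein on the same plate and reported at each tested concentration. Conditions: 100 mM Tris pH 8.0, room temperature, 15 min, excitation 480 nm, emission 540 nm.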
4MU fluor: qHTS Assay for Spectroscopic Profiling in 4-MU Spectral Region | compound autofluorescence, 340/450 nm, 4-MU equivalents; stronger effect = higher value | max dye-equivalent concentration, M | actives 11% (n = 59,000); in the data active = max dye-equivalent concentration above about 10 nM; inconclusive = mostly about 1.1 nM to 9.6 nM
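Compounds in 100 mM Tris, pH 8.0, incubated 15 min at room temperature, then fluorescence read at 340 nm excitation/450 nm emission. Signal converted to 4-MU dye-equivalent concentration using an on-plate six-point 4-MU standard curve.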
HEK293 cAMP cs: qHTS Assay for Agonists of the Thyroid Stimulating Hormone Receptor: Activators of Intracellular cAMP Concentrations in Parental HEK 293; actives 2.5% (n = 73,000); Potency, µM (series often up to 57.1 µM), without a hit: top-dose activation, most hits filed as activators; AID 938, 2007; parental HEK293 CNG cAMP sensor, membrane potential fluorescence; also: potency is read from the fitted curve at half-maximal effect; % of control where 0% means no effect; nearly all actives have a fitted effect of over 55% in size
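Counterscreen for endogenous-receptor signalling: CNG-channel HEK 293 cells report cAMP rise by membrane depolarization. After 60 min dye equilibration with 100 uM RO 20-1724, compounds incubated 30 min before bottom-read fluorescence at 590 nm.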
Casp1 inh: qHTS Assay for Allosteric/Competitive Inhibitors of Caspase-1 | actives 0.03% (n = 75,000) | P29466 | Potency, µM (highest dose often 57.5 µM), inactives show top-dose activity change, negative = inhibition, most hits filed as inhibitors | Caspase-1 enzyme, Ac-WEHD-AFC fluorogenic rate;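 also: potency is read from the fitted curve at half-maximal effect; plate controls were vehicle for no effect and no substrate for full effect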
A350 autofl: qHTS Assay for Spectroscopic Profiling in A350 Spectral Region; Compound autofluorescence, 340/450 nm, Alexa 350 dye-equivalents; stronger effect = higher value; max dye-equivalent concentration, M; actives 11% (n = 59,000); in the data active = max dye-equivalent concentration above about 10 nM; inconclusive = mostly about 1.1 nM to 9.6 nM
Casp7 inh: qHTS Assay for Allosteric/Competitive Inhibitors of Caspase-7. P55210. recombinant caspase-7, Ac-DEVD-AFC fluorescence rate. Potency, µM (titrated, usually from 57.5 µM), without a hit: top-dose activity change, negative = inhibition, most hits filed as inhibitors. actives 0.02% (n = 75,000). AID 889, 2007; active = well fitted inhibition curve with a large enough effect in the main read-out, with a control signal flat, not every such curve was filed as active; inconclusive = small, poorly fitted or top-dose-only effect, or a change in a side signal; also: potency is read from the fitted curve at half-maximal effect; % of control where 0% means no effect
BRCT inh red: qHTS Assay for Inhibitors of BRCT-Phosphoprotein Interaction (Red Fluorophore). BRCT-phosphopeptide binding, red fluorescence polarization. Potency, µM (top dose mostly 76.9 µM), inactives show at the top dose activity change, negative = inhibition, actives largely listed as inhibitors. actives 0.03% (n = 75,000); also: % is scaled to controls: 0 for no effect and ±100 for the full control effect
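Fluorescence polarization: 100 nM His-tagged BRCA1 BRCT with 100 nM TAMRA-labelled phospho-BACH1 decapeptide, phosphate buffer pH 7.3 with 150 mM NaCl, DTT, 0.01% Tween 20; 12 min RT. Binding inhibition seen as FP decrease.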
USP2a inhib: qHTS Assay for Inhibitors of Ubiquitin-specific Protease USP2a; Ubiquitin carboxyl-terminal hydrolase 2 (Homo sapiens), O75604; USP2a enzymatic assay, qHTS inhibition; Potency, µM (doses to about 38.3 µM), without a hit: at the top dose activity change, negative = inhibition, most hits filed as inhibitors; actives 0.1% (n = 60,000);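 also: potency is read from the fitted curve at half-maximal effect; nearly all actives have a fitted effect of over 60% in size; plate controls were DMSO for no effect and NEM full inhibition control for full effect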
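USP2 core (20 nM final) was preincubated with compound for 30 min at RT in 20 mM Tris-HCl pH 8.0, 2 mM CaCl2, 2 mM beta-mercaptoethanol; Ub-PLA2 (20 nM) plus NBD C6-HPC (20 uM) then added, fluorescence read after 2.5 h.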
* marks the source's active call; other numbers are inactive results; i = inactive; ? = inconclusive; nt = no result given; & = joins results of further samples; ! = not active in a repeat; [ ] = another dose, or the depositor's remark. Unless noted, calls follow the shape of the dose curve; as a rule, active = well fitted curve in the direction sought with a large enough effect; inconclusive = small, poorly fitted or top-dose-only effect, or another doubt; inactive = no such curve, though single readings can be large; an effect the other way counts as inactive or inconclusive. Not all compounds are listed; rates above refer to the full screens.

Structure,Rhodamine fluor,BRCT PPI green,Texas Red fluor,Fluorescein autfl,4MU fluor,HEK293 cAMP cs,Casp1 inh,A350 autofl,Casp7 inh,BRCT inh red,USP2a inhib
CCC(=O)N1CCc2cc(S(=O)(=O)NCCCN3CCN(Cc4ccccc4)CC3)ccc21,i,-1.8%,?,i,i,?,2%,i,-3%,-0.8%,21%
COc1ccc(N=c2oc3c(OC)cccc3cc2C(=O)NCc2ccco2)cc1OC,i,-1.5%,i,?,i,-4%,-2%,i,-1%,-0.8%,58%[activator]
COc1ccc(Cn2nnnc2C(c2cccnc2)N2CCN(c3ccc(O)cc3)CC2)cc1 (stereo unspecified),i,-1.2%,?,i,i,7%,1%,i,0%,-0.4%,42%[activator]
CC12C(=O)N(c3nccs3)C(=O)C1C1C=CC2C1 (stereo unspecified),i,-0.5%,?,i,i,0%,2%,i,0%,0.1%,2%
COc1ccc(CCNC(=O)CN2C(=O)c3ccccc3S2(=O)=O)cc1OC,i,-0.2%,?,?,i,0%,-2%,i,0%,1.6%,-5%
O=C(O)c1cc(S(=O)(=O)Nc2ccc(O)cc2)ccc1Cl,nt,-2.0%,nt,nt,nt,11%,-1%,nt,0%,-1.7%,nt
Cc1noc(C)c1COC(=O)Cc1ccc(Cl)cc1,i,-0.4%,i,?,i,15%,0%,i,-12%,1.2%,1%
CC(C)(C)n1nnnc1C(c1ccncc1)N1CCCCCC1 (stereo unspecified),i,-2.2%,i,i,i,29%,-2%,i,2%,-1.7%,-3%
CCCCOc1ccc(OCCNS(=O)(=O)N(C)C)cc1,i,-2.7%,?,i,i,12%,-2%,i,0%,-1.7%,3%
CS(=O)(=O)N(CC(=O)NCC1CCCO1)c1cc(Cl)cc(Cl)c1 (stereo unspecified),i,-0.3%,i,i,i,4%,1%,i,0%,-0.8%,3%
O=C(C1CCN(S(=O)(=O)c2cccc3nsnc23)CC1)N1CCN(c2ccccc2F)CC1,i,1.2%,i,i,i,4%,0%,i,0%,-1.1%,26%
Cc1noc(C)c1-c1ccc2ncnc(Nc3ccc(F)cc3)c2c1,i,-0.2%,i,i,i,12%,-4%,i,-6%,-0.2%,125%[activator]
O=C(CSc1cc(Cl)ccc1Cl)NCC1CCCO1 (stereo unspecified),i,1.3%,?,?,i,0%,2%,?,-3%,0.4%,2%
CC1(C)CC2CC(C)(CN2C(=O)COC(=O)c2n[nH]c(=O)c3ccccc23)C1 (stereo unspecified),i,-1.1%,i,?,i,1%,-2%,?,-2%,1.0%,15%
CN(C)Cc1ccccc1-c1nccc(NC2CC2)n1,i,-3.7%,i,?,i,15%,-2%,i,-1%,1.1%,-5%
CC(C)OC(=O)c1c(F)c(F)c(N2CCOCC2)c(F)c1F,nt,-4.3%,nt,nt,nt,1%,-2%,nt,-2%,-2.3%,1%
CCOC(=O)CSCc1nc(-c2ccc(Cl)cc2)oc1C,nt,0.6%,nt,nt,nt,15%,-2%,nt,0%,-0.7%,nt
O=C(Oc1cccc2cccnc12)c1ccc(Br)o1,i,-0.5%,i,i,i,5%,-1%,i,0%,-1.5%,?
CCOC(=O)OCC1OC(c2ccc(C(C)=O)cc2)C=CC1Oc1ccc(-c2ccccc2)cc1 (stereo unspecified),nt,0.3%[15.4 µM],nt,nt,nt,-4%[11.4 µM],0%[11.5 µM],nt,1%[11.5 µM],-3.1%[15.4 µM],nt
O=C(CSc1ccccn1)c1ccc(F)cc1,nt,-0.6%,nt,nt,nt,2%,3%,nt,-2%,1.3%,nt
C[C@@H]1Oc2ccc(C(=O)C[C@@H](C(=O)O)c3ccc4c(c3)OCO4)cc2O1,i,-0.5%[15.4 µM],i,?,i,14%[11.4 µM],2%[11.5 µM],i,-2%[11.5 µM],-0.6%[15.4 µM],nt
COc1ccc(OC)c(S(=O)(=O)N2CCC(C(=O)NCC3CCCO3)CC2)c1 (stereo unspecified),i,-0.9%,i,?,i,4%,0%,i,0%,0.4%,-2%
COc1ccccc1N(CC(=O)NC1CCCCC1)C(=O)CCC(=O)Nc1ccccn1,i,0.9%,?,?,i,26%,0%,?,0%[0.00368 µM],-2.4%,4%
CC(C)(C)C1CCC2(CC1)C(C#N)=C(SCC(=O)Nc1ccccc1)NC(=O)C2C#N (stereo unspecified),i,nt,i,i,4.5e-07M*,nt,nt,3.9e-07M*,nt,nt,nt
CCC(c1nnnn1Cc1cccs1)N1CCN(C2CCCC2)CC1 (stereo unspecified),i,1.7%,i,?,i,5µM*,-3%,i,1%,-1.2%,1%
CCCCNc1nc2c(c(=O)n(C)c(=O)n2C)n1Cc1cccc(OC)c1,i,nt,?,i,?,nt,nt,?,nt,nt,nt
c1ccc(-n2ncc3c2ncn2nc(CSc4nc5ccccc5s4)nc32)cc1,i,-1.4%,i,?,i,15%,1%,i,0%,0.2%,-12%
CCOC(=O)CSc1nc2c(c(=O)[nH]c(=O)n2C)n1CCCc1ccccc1,i,1.2%,?,i,i,2%,-1%,i,-2%,-0.5%,6%
Cc1c(C(=O)N2CCN(C)CC2)oc2c1C(=O)CC(C)(C)C2,i,-2.2%,i,i,i,8%,0%,i,0%,-0.6%,8%
CCC(Sc1nnnn1C)C(=O)Nc1ccc(C(C)=O)cc1 (stereo unspecified),i,-0.8%,i,i,i,-1%,0%,i,0%,1.1%,-7%
Cc1ccc2ccc(S(=O)(=O)n3nc(C)cc3C)cc2c1,nt,3.7%,nt,nt,nt,?,-2%,nt,-4%,0.8%,?
N#Cc1ccccc1OC[C@H](O)CNCCNC(=O)Nc1ccccc1,nt,0.9%,nt,nt,nt,7%,-1%,nt,0%,-0.2%,nt
CC(=O)Nc1ccc2c(c1)/C(=C/c1ccc([N+](C)(C)C)cc1)c1ccccc1-2,i,0.0%[15.4 µM],i,?,i,-2%[11.4 µM],0%[11.5 µM],i,-1%[11.5 µM],-1.1%[15.4 µM],nt
Cc1ccc2c(NC(=O)C3CC3)cccc2n1,i,-0.9%,i,i,i,2%,-2%,i,0%,-0.3%,-5%
COc1c(O)cc2oc3cc(O)c(CC=C(C)C)c(O)c3c(=O)c2c1CC=C(C)C,i,1.0%,i,i,i,-11%,-6%&-6%&-6%,i,-15%&-14%&-12%,-0.5%&-1.6%&-1.2%,10µM*!
Cc1ccc(N(CC(O)CN2CCOCC2)S(=O)(=O)c2ccc3ccccc3c2)cc1 (stereo unspecified),nt,-2.1%,nt,nt,nt,27%,-2%,nt,-1%,0.7%,53%[activator]
Cc1cc(C)nc(SCc2ccccc2C#N)n1,nt,-1.3%,nt,nt,nt,20%,-1%,nt,-2%,0.1%,0%
CCS(=O)(=O)NCCc1cc2c(OC)ccc(OC)c2[nH]c1=O,i,-1.4%,i,i,?,9%,-2%,?,-1%,0.5%,1%
Nc1ncnc2c1ncn2CCNCCc1ccccc1,i,0.7%,?,?,i,1%,-1%,i,1%,0.2%,0%
CC(C)(C)NC(=O)c1ccc2c(c1)N(CC(=O)N1CCN(c3ccc(F)cc3)CC1)C(=O)C(C)(C)O2,i,-1.8%,i,?,i,9%,-1%,i,-2%,-0.5%,11%
CCC(=O)Nc1ccc2oc(-c3cccc(C)c3)nc2c1,i,-2.2%,i,i,1.5e-08M*,4%,-4%,1.3e-08M*,0%,-1.1%,11%
Cc1cc(-n2c(C)cc(C(=O)CN3C(=O)NC4(CCCC4)C3=O)c2C)no1,i,-0.9%,i,i,i,-6%,3%,i,1%,-1.2%,11%
CN=C(NC#N)SCC(=O)c1ccc(Cl)cc1Cl,i,-3.5%,i,?,i,0%,-1%,i,-2%,-1.0%,7%
NS(=O)(=O)c1ccc(CCNC(=O)c2cncc(Br)c2)cc1,i,-0.4%,?,?,i,4%,4%,?,0%,1.1%,-1%
COC(=O)[C@H](C)NC(=O)NCc1ccccc1F,i,-1.4%,?,i,i,0%,1%,i,0%,-1.4%,-4%
N#Cc1nc(N)nc(N(c2ccccc2)c2ccccc2)n1,i,-0.7%,i,i,i,?,1%,i,-1%,-0.9%,4%
Cc1cc(NC(=O)CN2CCC(n3nnc4cc(C(F)(F)F)ccc43)CC2)no1,i,-0.5%,?,i,i,22%,1%,i,-3%,0.7%,9%

Screens: PubChem BioAssay, National Center for Advancing Translational Sciences (NCATS)
